Screening data (PubChem)
CHRM1 PAM = potentiates human M1 receptor response to acetylcholine. AID 588819. actives 0.088% (n = 360,000). CHO-K1 hM1, Fluo-8 calcium fluorescence, ACh EC20; 0% = ACh EC20, 100% = maximal ACh. activation, % at 3 µM; in the data active = activation above about 19%, passing the limit was not always enough
Target sequence (P11229 whole entry, looked up): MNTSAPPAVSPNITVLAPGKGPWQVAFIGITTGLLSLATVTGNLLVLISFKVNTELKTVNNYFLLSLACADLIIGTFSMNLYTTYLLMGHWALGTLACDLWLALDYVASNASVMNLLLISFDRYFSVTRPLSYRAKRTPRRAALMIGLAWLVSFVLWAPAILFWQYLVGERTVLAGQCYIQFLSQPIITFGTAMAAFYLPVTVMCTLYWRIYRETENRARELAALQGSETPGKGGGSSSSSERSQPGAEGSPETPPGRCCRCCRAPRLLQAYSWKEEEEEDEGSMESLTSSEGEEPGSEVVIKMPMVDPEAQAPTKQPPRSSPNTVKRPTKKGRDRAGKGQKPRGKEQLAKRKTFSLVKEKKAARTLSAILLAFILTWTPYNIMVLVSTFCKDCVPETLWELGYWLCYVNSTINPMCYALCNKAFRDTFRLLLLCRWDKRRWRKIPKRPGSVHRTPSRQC
M4 antag = antagonists of human muscarinic M4 receptor (CHRM4) | P08173 | CHO-hM4 cells, ACh EC80, Fluo-8 calcium fluorescence | inhibition, % at 3 µM | actives 0.73% (n = 360,000) | AID 624125;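 active = inhibition above its plate's cutoff, the mean inhibition of sample wells plus 3 SD, cut at about 27% in these data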;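 note: 0% = acetylcholine EC80 with DMSO and 100% = DMSO without agonist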
Target sequence (P08173 whole entry, looked up): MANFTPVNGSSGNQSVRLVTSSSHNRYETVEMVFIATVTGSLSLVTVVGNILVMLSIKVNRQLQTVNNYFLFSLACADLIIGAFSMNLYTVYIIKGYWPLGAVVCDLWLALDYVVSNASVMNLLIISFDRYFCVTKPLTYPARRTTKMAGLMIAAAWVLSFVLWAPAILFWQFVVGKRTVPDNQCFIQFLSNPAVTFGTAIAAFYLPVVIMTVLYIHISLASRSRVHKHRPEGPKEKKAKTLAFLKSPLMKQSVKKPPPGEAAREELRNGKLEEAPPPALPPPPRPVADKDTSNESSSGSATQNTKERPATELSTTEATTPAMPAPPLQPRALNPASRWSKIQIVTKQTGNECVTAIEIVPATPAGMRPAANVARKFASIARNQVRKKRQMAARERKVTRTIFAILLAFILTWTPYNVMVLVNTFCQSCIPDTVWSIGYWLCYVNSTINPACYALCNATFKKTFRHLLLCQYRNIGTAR
CHRM1 agonist = human M1 muscarinic receptor agonism. P11229. CHO-K1 hM1, Fluo-8 calcium fluorescence, agonist mode; 0% DMSO, 100% acetylcholine EC100. activation, % at 3 µM. actives 0.33% (n = 360,000). AID 588814;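 active = activation above the run's mean compound activation plus 3 SD, cut at about 16% in these data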;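 note: peak over basal fluorescence ratio within a 140 s kinetic read after compound addition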
M1 ag parental = nonselective activator or artifact in parental CHO-K1 cells; Fluo-8 calcium fluorescence; scaled to maximal ATP response, vehicle zero; activation, % at 3 µM; actives 0.48% (n = 360,000); AID 602248; in the data active = activation above about 15%;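 note: untransfected CHO-K1 host cells lacking M1 receptor as counterscreen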
CHRM4 agonist = agonists of human muscarinic M4 receptor (CHRM4); P08173; CHO-K1 hM4/Gqi5, Fluo-8 calcium fluorescence; vehicle 0%, full acetylcholine response 100%; activation, % at 3 µM; actives 0.14% (n = 360,000); AID 624127;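 active = activation above the run mean over all test wells plus 3 SD, cut at about 32% in these data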;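 note: peak over basal fluorescence ratio per well then scaled between controls; 0% = DMSO wells and 100% = acetylcholine at EC100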
CHO-K1 Ca antag = counter-screen for M1 antagonists: effect in parental CHO-K1 cells; ATP-induced calcium, Fluo-8 fluorescence; inhibition, % at 3 µM; actives 0.6% (n = 360,000); AID 602250;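 active = inhibition above a per-plate cutoff, the plate's mean sample inhibition plus 3 SD, cut at about 24% in these data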;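 note: 0% = DMSO plus EC80 ATP and 100% = DMSO alone without ATP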
M1 antag = human CHRM1 antagonism | CHO-K1 hM1, Fluo-8 calcium fluorescence, ACh EC80 antagonist | AID 588852 | inhibition, % at 3 µM | actives 1.3% (n = 360,000) | P11229;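 active = percent inhibition above its own plate's cutoff, namely the mean of that plate's compound wells plus 3 SD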;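 note: peak over basal fluorescence ratio during 140 s after agonist addition; 0% = ACh EC80 plus DMSO and 100% = DMSO alone without agonist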
OXTR potentiate = human OXTR potentiation; P30559; CHO-OTR cells, Fluo-8 calcium fluorescence, potentiator mode; 0% = oxytocin EC15, 100% = EC100; activation, % at 3 µM; actives 0.061% (n = 320,000); AID 2445;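 active = activation above that plate's cutoff, the mean activation of tested compounds plus 3 SD, cut at about 6.6% in these data, passing the limit was not always enough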;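 note: 100% uses oxytocin at 75 nM as the full agonist control; some results filed as inactive read as strong as hits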
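Replication – single well per compound, singlicate · Assay system – CHO cell line stably expressing human OTR · Timing – 6 min pre-incubation, 100 s read · Measure – normalized max/min fluorescence ratio, % activation · Doses – 3.0 µM, one dose · Detection – Fluo-8 calcium dye fluorescence · Probe or stimulus – oxytocin near EC15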
CHO parental Ca = counter-screen: ATP calcium response change in parental CHO cells. parental CHO-K1, ATP-induced calcium, Fluo-8 fluorescence. inhibition, % at 5.6 µM. actives 0.63% (n = 330,000);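 active = inhibition above that plate's mean sample inhibition plus 3 SD, cut at about 26% in these data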;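 note: 0% = ATP-challenged DMSO wells and 100% = DMSO wells without ATP; some compounds past the cut are filed as inactive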
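Test system: parental CHO cells; detection: calcium-sensitive Fluo-8 fluorescence; evaluation: percent inhibition of calcium signal; also added: ATP as calcium-mobilizing challenge; repeats: one well per compound; control set: ATP-challenged DMSO wells low, unchallenged DMSO wells high; compound: single nominal dose of 5.6 µM per compound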
Starred values were filed as active, the others as inactive; x = no result given.

Order of results: CHO-K1 Ca antag | M1 antag | CHO parental Ca | CHRM1 PAM | CHRM4 agonist | OXTR potentiate | M4 antag | M1 ag parental | CHRM1 agonist
O=C(O)c1ccc(N2C(=O)C3ON(c4ccccc4)C(c4ccccc4F)C3C2=O)cc1 (stereo not given)
 : 4.4 | 4.5 | -15.6 | -3.5 | 0.5 | 1.0 | 17.1 | 0.0 | -1.5
C=CCn1c(SCC(=O)NCCCC(=O)OCC)nc2scc(-c3ccco3)c2c1=O
 : -2.4 | -8.6 | -30.4 | -0.3 | 0.8 | -1.6 | 12.4 | 0.3 | -7.2
COc1ccc(Cl)cc1N1C(=O)c2cccnc2C1=O
 : -15.1 | -15.1 | -11.4 | 11.2 | 1.0 | 5.0 | -8.9 | 0.4 | -2.7
Cc1ccc(/C(N)=N/OC(=O)N2CCOCC2)cc1
 : -0.8 | 2.4 | 3.6 | 2.0 | -0.1 | -4.0 | -2.7 | 0.1 | -5.0
CC(C)(O)C#Cc1ccc(C(=O)NCCc2ccc(S(N)(=O)=O)cc2)cc1
 : -6.9 | 1.3 | -6.8 | 5.7 | 1.0 | -6.3 | 5.0 | 0.9 | -6.4
CN(Cc1ccccc1)C(=O)CC(c1ccccc1)c1cc(Cl)ccc1O (stereo not given)
 : -2.8 | 5.6 | 11.0 | -3.6 | -1.8 | -11.7 | 3.1 | 0.0 | -4.9
COc1cccc(CN(C)C(=O)C(CCSC)NS(=O)(=O)c2ccc3c(c2)OCCO3)c1OC (stereo not given)
 : -1.6 | 30.2* | -14.8 | -10.5 | 27.0 | -2.2 | 4.9 | 7.6 | 0.4
O=C1C(=O)N(Cc2ccco2)C(c2cccs2)/C1=C(\O)c1cccc([N+](=O)[O-])c1 (stereo not given)
 : 1.5 | 15.2 | 9.9 | -6.2 | 11.2 | -1.2 | 17.4 | 4.2 | -4.3
CCCN(CC(=O)Nc1cc(Cl)cc(Cl)c1)CC(=O)Nc1ccc(F)c(F)c1F
 : 1.1 | 1.9 | -8.8 | 0.0 | 2.3 | -13.1 | 7.0 | 2.8 | -6.3
C#CCOCCOCCOCCNc1nc(N2CCN(C(=O)CCCCCCCCCCNC(=O)[C@H]([C@@H](C)CC)n3cc(CCCCCN)nn3)CC2)nc(N2CCN(C(=O)CCCCCCCCCCNC(=O)[C@@H]([C@H](C)O)n3cc(C)nn3)CC2)n1
 : 5.6 | 0.8 | -3.8 | 6.1 | 28.4 | -12.9 | -7.7 | 3.7 | 2.4
CCCCOC(=O)Nc1ccccc1C(N)=O
 : -4.3 | -9.6 | -10.1 | 11.8 | -1.9 | -6.6 | 14.4 | -0.2 | -2.9
CCc1cccc2c(C(=O)CN3C(=O)NC(C)(c4cccc5ccccc45)C3=O)c[nH]c12 (stereo not given)
 : 6.3 | 6.8 | 6.7 | 2.7 | 8.6 | -11.2 | 8.5 | 5.6 | 0.4
COC(=O)c1ccc(N2CCOCC2)c(NC(=O)c2cc3ccccc3o2)c1
 : -4.7 | -3.5 | x | 10.6 | 1.6 | x | 1.0 | 0.1 | -3.4
Cc1csc2nc(O)c(C(=O)NCc3ccc4c(c3)OCO4)c(=O)n12
 : -7.6 | 9.5 | -15.5 | -2.6 | -0.6 | -9.1 | -1.7 | 0.6 | -0.8
O=C(COC(=O)CN1C(=O)c2ccccc2C1=O)Nc1ccc(S(=O)(=O)N2CCCC2)cc1
 : -10.2 | 7.6 | 5.1 | -6.8 | 5.1 | -5.4 | 3.9 | 1.1 | -6.5
COc1cc2cc(C(=O)NC(C)c3cccc4ccccc34)c(N)nc2cc1OC (stereo not given)
 : -13.3 | x | x | x | 13.3 | x | -5.6 | 5.0 | x
Cn1c(=O)[nH]c(=O)c2c1nc(SCC(=O)O)n2Cc1ccccc1
 : -7.0 | -14.0 | -2.4 | 4.0 | -0.2 | -5.4 | -22.1 | 0.6 | -1.3
COc1cccc(C(c2c(NC(=O)c3ccccc3)sc(C)c2C)N2CCN(C)CC2)c1 (stereo not given)
 : -7.2 | 0.9 | -16.3 | 0.3 | 1.3 | 0.9 | -0.8 | 0.4 | -6.3
CCc1nc2ccc(C(=O)N(C)Cc3ccccc3)cn2c1N(C)Cc1ccc(OC)cc1
 : 11.7 | 14.8 | x | -15.2 | 5.4 | x | -5.3 | 0.6 | -6.6
CCOC(=O)c1sc(-c2ccc(F)cc2)cc1N
 : -8.5 | 0.6 | -7.7 | 1.9 | -2.4 | -7.1 | -11.3 | -0.7 | -6.7
CCOc1ccc(C2C(C(=O)c3ccco3)=C(O)C(=O)N2Cc2cccnc2)cc1 (stereo not given)
 : 12.0 | 12.6 | -8.0 | 4.6 | 0.3 | -0.9 | -2.7 | 0.1 | -2.5
Cc1nn(-c2ccccc2)c(Cl)c1/C=C/C(=O)c1ccccc1
 : 28.4* | -26.0 | -27.9 | 1.9 | 0.1 | -3.8 | 0.8 | -0.2 | -0.8
COc1cccc(CCNC(=O)CC2C(=O)NCCN2Cc2ccc(Cl)c(F)c2)c1 (stereo not given)
 : -7.1 | 6.1 | -8.1 | 1.1 | 2.0 | -20.2 | 0.3 | 0.5 | -2.1
Cc1ccc2nc3c(c(Nc4cccc(O)c4)c2c1)CCC3
 : 2.4 | 20.9 | -3.6 | -12.5 | 14.5 | -7.5 | 16.1 | 6.5 | -8.1
CCCC(=O)N(CCN(Cc1ccccc1)C(=O)CCC)Cc1ccccc1
 : -12.3 | -21.5 | -20.4 | -0.6 | 1.5 | -7.4 | -5.5 | 1.2 | -4.8
CN(C)c1ccccc1C(=O)N1CCCC(C(=O)c2ccc3ccccc3c2)C1 (stereo not given)
 : -1.1 | 12.8 | -12.3 | -1.2 | 15.9 | -27.8 | -15.2 | 10.2 | -2.5
O=C(Nc1cccc(NC(=O)c2cccs2)c1)c1ccc2c(c1)OCCO2
 : 0.7 | 1.6 | -21.9 | -4.0 | 7.2 | 0.0 | -5.0 | 3.4 | -6.0
CCOC(=O)N1CCC(N2C(=O)c3ccc(C(=O)O)cc3C2=O)CC1
 : 8.5 | 2.0 | -2.1 | 1.0 | 0.8 | -7.6 | -3.3 | -0.2 | -0.5
N#Cc1nc(-c2ccc(OCc3ccccc3)cc2)oc1NCc1cccnc1
 : -5.3 | 8.5 | 53.7* | -4.3 | 5.0 | -25.7 | 7.6 | 1.4 | -2.9
CCOC(=O)CNc1nc(C#N)nc(N2CCOCC2)n1
 : -11.3 | -18.1 | -1.4 | 4.3 | 0.2 | 0.0 | 2.9 | 0.8 | -1.0
Cc1ccc(-c2c(C(=O)N/N=C/c3ccc(OC(C)C)cc3)nnn2-c2nonc2N)cc1
 : -7.7 | 0.1 | -30.4 | 14.8 | 22.2 | 2.9 | -12.5 | 14.5 | 10.7
CC1=C(C(=O)OCC(C)C)C(c2ccsc2)C2=C(CCCC2=O)N1 (stereo not given)
 : -0.6 | -8.8 | -8.0 | 6.6 | -0.1 | -4.2 | 2.7 | -0.4 | -8.0
Cc1nnc(-c2cccc(Br)c2)c2cn(-c3ccccc3)nc12
 : 2.2 | -3.7 | -18.2 | 10.6 | 3.2 | -1.4 | 4.4 | 1.6 | -5.0
O=C(Nc1ncccc1O)c1cccc(S(=O)(=O)N2CCCC2)c1
 : 25.9* | -16.4 | 3.3 | 10.2 | 1.2 | -0.8 | -12.4 | 0.2 | 0.7
CC(C)c1ccc(NC(=S)NCCc2c[nH]c3ccccc23)cc1
 : 6.2 | -9.1 | -6.9 | 3.3 | 1.0 | -8.3 | -2.9 | 0.4 | -7.0
C/C(=N\NC(=O)c1cccc(S(=O)(=O)Nc2ccccc2Cl)c1)c1ccco1
 : -4.7 | -12.3 | -20.6 | 3.9 | 3.2 | -4.8 | 10.6 | 1.2 | -3.8
O=C(O)CCNc1nc(-c2ccccc2)c2cc(Br)ccc2n1
 : -6.1 | 13.7 | x | -10.5 | 12.6 | x | 3.1 | 4.3 | -2.5
COC(=O)c1cc(NC(=O)CCc2c(C)nc3ncnn3c2C)cc(C(=O)OC)c1
 : 13.0 | -6.0 | -11.2 | 5.5 | 1.9 | 2.8 | -1.5 | 0.1 | -0.5
Cc1ncc(CN2CCCC(C(=O)Nc3ccc(-c4cccc(F)c4)cc3)C2)cn1 (stereo not given)
 : 3.0 | 1.1 | -10.6 | 0.7 | 11.2 | -11.5 | 0.7 | 10.0 | -1.9
C=CCn1c(=N)c(S(=O)(=O)c2ccc(C)c(C)c2)cc2c(=O)n3ccccc3nc21
 : -14.9 | -10.3 | -31.9 | 4.4 | 0.1 | 5.1 | -5.9 | 0.5 | -4.4
CCN(CC)S(=O)(=O)c1ccc(Cl)c(C(=O)Nc2nncs2)c1
 : -3.4 | -6.9 | -14.4 | -1.4 | 0.6 | -11.4 | -2.0 | 0.5 | -1.1
COc1ccc(N2CCN(c3nc4ccccn4c(=O)c3/C=C(\C#N)S(=O)(=O)c3ccccc3)CC2)cc1
 : -0.2 | 7.9 | -23.9 | -0.9 | 6.1 | -5.2 | 9.5 | 0.9 | -3.7
Cc1cccc(-c2noc(CCc3ccccc3)n2)c1
 : -6.7 | -10.8 | -10.2 | 0.3 | -1.1 | 1.2 | -7.2 | -0.5 | -0.6
O=C(CCn1nnc2ccccc21)NNC(=O)C1CCCCC1
 : 6.5 | -2.9 | -2.0 | 10.1 | 0.1 | -5.1 | 2.0 | 0.3 | -3.7
CC(OC(=O)CN(C)S(=O)(=O)c1ccc(Cl)cc1)C(=O)Nc1cccc(Cl)c1 (stereo not given)
 : -1.6 | 11.6 | -4.3 | -7.5 | 9.3 | -5.2 | 4.3 | 1.1 | -1.6
O=C(CCCOc1ccc(Cl)cc1Cl)Nc1ncccn1
 : -9.1 | -3.0 | 7.7 | 4.9 | 0.4 | -5.3 | 4.7 | 0.8 | -2.2
COc1cccc(OC)c1C(=O)Nc1ccc2c(c1)OCCO2
 : 1.1 | -1.5 | -10.5 | 11.4 | -0.2 | -1.3 | 7.6 | 0.1 | -3.8
Cc1c(Cc2ccc3c(c2)OCO3)sc(NC(=O)c2ccccc2)c1C(N)=O
 : -9.0 | -13.7 | -6.8 | 5.3 | 1.0 | -1.0 | -2.4 | 0.1 | -0.5
CC(=O)Nc1ccc(S(=O)(=O)Nc2cccc(NC(=O)C(C)(C)C)c2)cc1
 : 6.8 | 0.7 | -11.2 | 6.7 | -0.1 | -9.0 | -2.7 | 0.1 | -3.2
COCCNC(=O)c1ccc(N2CC3CC(C2)c2cccc(=O)n2C3)c(NC(=O)c2ccc(C(C)(C)C)cc2)c1 (stereo not given)
 : -14.5 | -5.8 | x | -0.6 | 1.0 | x | -8.3 | 0.6 | -1.0
O=C(CCc1cccc(Cl)c1)N1CCCC(Nc2ccccc2)C1 (stereo not given)
 : -10.2 | -1.6 | -24.0 | 1.3 | 3.9 | -4.2 | 2.3 | 2.3 | -4.7
O=C(CN1C(=O)NC2(CCCC2)C1=O)OCCOc1ccccc1
 : 2.4 | -14.0 | -14.6 | 12.7 | 1.7 | -3.7 | 3.4 | 0.5 | -1.6
